Source: PubChem (several laboratories)
TRPC4 PAM: positive allosteric modulators of TRPC4, primary screen, cell-based, mouse TRPC4beta, HEK293 mu-opioid, Fluo-4 calcium. DAMGO EC20, Fluo-4 Ca2+ flux; hits give high values. B-score at 10 µM. actives 0.42% (n = 310,000);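 active means B-score of calcium response area above 5 SD of library B-scores, with initial fluorescence ratio within 5 SD of library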;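 further: B-score of integrated fluorescence ratio over time as area under calcium response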
IEC-6 cytotox: cytotoxicity in IEC-6 intestinal epithelial cells, primary screen, cytotoxicity control for KLF5 inhibitor project, cell-based, luminescence; IEC-6 cytotoxicity, luminescence viability; inhibition, % at 5 µM; actives 0.78% (n = 290,000); in the data active means inhibition above about 22%;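 further: 0% = plate median of test compound wells and 100% = cytotoxic reference compound wells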
TRPC4 agonist: activators of mouse TRPC4 channel, primary screen, Fluo4 calcium, HEK293 TRPC4beta/mu-opioid cells. actives 0.49% (n = 310,000). Fluo4 calcium fluorescence; hits give high values. B-score at 10 µM. AID 2237, 2010;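 active means B-score above 5 SD of library B-scores, and initial fluorescence ratio not above library mean plus 5 SD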;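 further: positive B-score marks a calcium rise read as TRPC4 activation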
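Assay system: HEK293 cells stably co-expressing mouse TRPC4beta and mu-opioid receptor / Timing: Fluo4 dye loading 45 min at room temperature, 110 s recording / Signal: Fluo4 calcium-sensitive dye fluorescence, kinetic, 1 Hz baseline / Read-out: integrated baseline-normalised fluorescence ratio, converted to per-well B score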
aSyn UTR inh: MLPCN primary screen, SNCA 5' untranslated region; alpha-synuclein 5'UTR reporter, inhibitor activity; inhibition, % (tested at 7.5 µM); actives 0.82% (n = 300,000); in the data active means inhibition above about 60%;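 further: H4 neuroglioblastoma cells stably carrying SNCA 5'UTR luciferase fusion; 0% = DMSO wells and 100% = positive control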
SKKanGAS inh: S. pyogenes SKKanGAS growth inhibitors in kanamycin, primary screen, streptokinase expression inhibitor project, SKKanGAS strain, BacTiter-Glo luminescence | 6 h | inhibition, % at 7.5 µM | actives 1.3% (n = 300,000) | AID 1662, 2009;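 active means mean replicate score, as percent of positive control median, at least 50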;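 further: strain carries kanamycin resistance gene driven by streptokinase promoter and grows in 40 µg/ml kanamycin; loss of luminescence reflects streptokinase promoter inhibition or plain growth inhibition; 0% = median of DMSO wells and 100% = positive control at its reference dose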
MrgX1 antag: antagonists of human MrgX1 receptor, primary screen, HEK293 cells, Fluo-4 calcium flux. BAM8-22 antagonism; hits give low values. B-score at 10 µM. actives 1.3% (n = 310,000);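 active means calcium-response B-score plate-corrected more than 3 library SD below zero, starting fluorescence within 5 deviations, no agonist response on first addition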;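 further: peak minus trough fluorescence over baseline after final BAM8-22 challenge near maximal dose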
KLF5 inhibitor: KLF5 expression inhibitors, primary screen, DLD-1 cells, luminescence. DLD-1 KLF5 promoter-luciferase reporter. inhibition, % at 5 µM. actives 0.23% (n = 290,000). AID 1700, 2009;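 active means inhibition above a per-plate limit of that plate's mean compound inhibition plus 3 SD, cut at about 60% in these data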;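 further: 0% = DMSO wells and 100% = LY294002 at 200 µM; higher means less KLF5 promoter-driven luciferase light; inactives centre near -14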
TRPC6 activator: mouse TRPC6 channel activators, primary screen, cell-based, HEK293, membrane potential dye | actives 0.13% (n = 310,000) | HEK293-TRPC6 membrane potential dye fluorescence; hits give high values | Short transient receptor potential channel 6 (Mus musculus), Q61143 | B-score at 10 µM;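 active means B-score of the integrated fluorescence ratio above library mean plus 3 SD, and starting fluorescence ratio within library mean plus 5 SD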;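 further: higher score means more depolarization so channel activation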
Target sequence (Q61143 whole entry, looked up): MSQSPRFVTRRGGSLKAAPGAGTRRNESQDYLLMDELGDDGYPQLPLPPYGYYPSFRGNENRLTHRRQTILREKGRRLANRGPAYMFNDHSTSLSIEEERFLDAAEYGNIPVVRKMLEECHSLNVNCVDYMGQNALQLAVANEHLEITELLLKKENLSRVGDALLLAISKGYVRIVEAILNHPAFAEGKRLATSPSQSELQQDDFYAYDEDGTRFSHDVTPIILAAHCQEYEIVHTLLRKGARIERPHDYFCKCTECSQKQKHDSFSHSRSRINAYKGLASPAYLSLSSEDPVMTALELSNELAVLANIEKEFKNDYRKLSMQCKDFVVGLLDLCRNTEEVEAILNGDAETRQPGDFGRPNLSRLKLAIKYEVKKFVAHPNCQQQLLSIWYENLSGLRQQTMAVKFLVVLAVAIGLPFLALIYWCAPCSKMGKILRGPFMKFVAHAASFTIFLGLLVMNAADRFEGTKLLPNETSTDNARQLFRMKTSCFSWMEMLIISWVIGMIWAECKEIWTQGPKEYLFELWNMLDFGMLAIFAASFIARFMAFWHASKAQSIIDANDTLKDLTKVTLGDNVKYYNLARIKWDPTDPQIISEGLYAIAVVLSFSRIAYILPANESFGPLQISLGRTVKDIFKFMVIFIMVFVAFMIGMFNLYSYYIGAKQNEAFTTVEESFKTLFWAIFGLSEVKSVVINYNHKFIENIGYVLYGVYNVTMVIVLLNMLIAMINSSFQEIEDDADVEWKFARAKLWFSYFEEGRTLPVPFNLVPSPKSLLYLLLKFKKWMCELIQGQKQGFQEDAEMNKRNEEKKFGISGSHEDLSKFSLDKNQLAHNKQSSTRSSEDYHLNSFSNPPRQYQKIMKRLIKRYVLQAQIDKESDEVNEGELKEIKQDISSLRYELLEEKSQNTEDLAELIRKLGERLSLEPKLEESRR
HIF activator: HIF pathway transcriptional activators, primary screen, cell-based, U2OS HRE-luciferase, luminescence; U2OS HRE-luciferase reporter; normalized: DMSO 0%, desferrioxamine 100%; activation, % at 7.5 µM (by protocol); actives 0.32% (n = 300,000); AID 1910, 2009;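 active means mean activation of at least 10% of the iron chelator positive control signal, with at least half of replicates also reaching 10%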
TRPC4 block: inhibitors of mouse TRPC4 channel, primary screen, Fluo4 calcium, HEK293 TRPC4beta/mu-opioid cells | B-score at 10 µM | actives 0.39% (n = 300,000) | Short transient receptor potential channel 4 (Mus musculus), Q9QUQ5 | DAMGO-evoked Fluo4 calcium flux; hits give low values | AID 2247, 2010;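 active means B-score over 3 SD under the library average, no early fluorescence shift, positive overall ratio signal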
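Assay system: Stable TRPC4beta/mu-opioid receptor HEK293 cells | Reagent: DAMGO in two steps, submaximal then maximal | Compound dosing: Single concentration per test compound | Signal: Fluo4 Ca2+ flux fluorescence | Evaluation: Per-well B score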
TRPC6 inh: mouse TRPC6 channel inhibitors, primary screen, cell-based, HEK293, membrane potential dye. AID 2553, 2010. actives 1.1% (n = 310,000). ACh-evoked depolarization; hits give low values. B-score at 10 µM. Short transient receptor potential channel 6 (Mus musculus), Q61143;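 active means B-score under library mean minus 3 SD, initial fluorescence not abnormally high, positive integrated signal ratio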;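 further: B-score derived from integrated fluorescence ratio over the kinetic read; more negative B-score means stronger inhibition of depolarization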
Starred values were filed as active, the others as inactive; i = inactive; / = no result given.

Sequence of screens – TRPC4 PAM	IEC-6 cytotox	TRPC4 agonist	aSyn UTR inh	SKKanGAS inh	MrgX1 antag	KLF5 inhibitor	TRPC6 activator	HIF activator	TRPC4 block	TRPC6 inh
> Cc1ccc2cc(CCNC(=O)c3ccc(S(=O)(=O)N4CCOCC4)cc3)c(=O)[nH]c2c1
→ i	0	i	-3	24	i	-3	i	1.0	i	i
> COCCCNC(=O)CCCn1c(=O)c2ccccc2n(Cc2cccc([N+](=O)[O-])c2)c1=O
→ i	-3	i	21	-6	i	7	i	0.2	i	i
> N=c1c(C(=O)NCc2ccc(F)cc2)cc2c(=O)n3ccccc3nc2n1Cc1cccnc1
→ i	4	i	5	-6	i	-1	i	-0.7	i	-5.8*
> Cc1cc2ncc(C(=O)Nc3ccsc3C(=O)O)c(C)n2n1
→ i	-6	i	11	-1	i	-39	i	-0.3	i	i
> O=C(Nc1nnc(S(=O)(=O)N2CCOCC2)s1)c1cccc(Br)c1
→ i	0	i	-27	7	i	-43	i	1.2	i	i
> Cc1c(NCc2cc(Cl)cc(Cl)c2O)c(=O)n(-c2ccccc2)n1C
→ i	1	i	-42	85*	i	14	i	0.1	i	i
> O=C1N[C@@H](Cc2ccccc2)C(=O)N2[C@@H]3N(S(=O)(=O)c4ccccc4)c4ccccc4[C@]3(Br)C[C@@H]12
→ i	/	i	-7	6	i	/	i	0.3	i	i
> COc1ccc(C2(O)CCN(CC(=O)Nc3nccs3)CC2)c(OC)c1
→ i	2	i	-7	-5	i	-8	i	-0.2	i	i
> Cn1c(SCC(=O)Nc2ccccc2F)nc2c(c1=O)SCC2
→ i	1	i	0	8	i	-7	i	-0.1	i	i
> C=CCn1c(C(C)C)nc2ccccc21
→ i	2	i	-5	-2	-6.7*	-8	i	0.0	i	i
> Cc1c(C(=O)OCC(=O)N2CCCC2)cccc1[N+](=O)[O-]
→ i	4	i	-2	2	i	-6	i	1.0	i	i
> CC(Sc1nnc(NC(=O)c2cc3ccccc3oc2=O)s1)c1ccccc1 (stereo not drawn)
→ i	-1	i	3	-3	i	18	i	-0.3	i	i
> Cc1ccc(-n2nnnc2SCC(=O)NC2CC2)cc1C
→ i	4	i	-26	2	i	-4	i	0.2	i	i
> CSc1ccc(CN2CCN(C(C)C)C(CCO)C2)cc1 (stereo not drawn)
→ i	0	i	-15	10	i	-12	i	-0.1	i	i
> COc1ccc2oc(=O)c(C(=O)NCc3ccc(F)cc3)cc2c1
→ i	0	i	-3	-3	i	0	i	-0.3	i	i
> O=C1C(=O)N(c2ccccn2)C(c2cccc([N+](=O)[O-])c2)/C1=C(/O)c1ccc(Br)cc1 (stereo not drawn)
→ i	-2	i	5	16	i	-29	i	-0.1	i	i
> Cc1ccc(S(=O)(=O)NC(C)C(=O)NC2CCCCCC2)cc1 (stereo not drawn)
→ i	-6	i	17	0	i	-31	i	-1.6	i	i
> Cc1cc(C(=O)CN2CCCC(C)C2)c(C)n1-c1ccc(F)cc1 (stereo not drawn)
→ i	4	i	-126	-3	i	-76	i	2.9	i	i
> O=C(Nc1cccc([N+](=O)[O-])c1)ONC1=NCCCCC1
→ i	3	i	2	-8	i	-6	i	-0.7	i	i
> CCOC(=O)c1c(NC(=O)CSc2nnnn2C)sc(C)c1C
→ i	14	i	16	-2	i	-27	i	-1.2	i	i
> COc1ccc(C(=O)N2N=C(c3cccc(OC)c3)CC2(O)C(F)(F)F)cc1 (stereo not drawn)
→ i	7	i	8	2	i	-8	i	0.0	i	i
> COc1ccc(S(=O)(=O)NCC2CCCN(Cc3cn(C)nc3C)C2)cc1 (stereo not drawn)
→ i	-4	i	-3	-9	i	-6	i	-0.2	i	i
> COc1ccc(C2SCC(=O)N2c2c(C)n(C)n(-c3ccccc3)c2=O)cc1OC (stereo not drawn)
→ i	-2	i	-8	-11	i	7	i	-0.2	i	i
> O=C(NC(=S)NC1CCSC1=O)c1cccc([N+](=O)[O-])c1 (stereo not drawn)
→ i	5	i	0	23	i	-26	i	-0.3	i	i
> Cc1cc(NC(=O)Nc2cc(F)ccc2C)n(C)n1
→ i	-3	i	1	-3	i	-26	i	0.3	i	i
> Cc1cccc(-n2ncc3c(NC(C)C)ncnc32)c1
→ i	3	i	-53	15	i	-136	i	3.2	i	i
> O=C(O)C1CCN(C(=O)COc2ccc3c4c(c(=O)oc3c2)CCC4)CC1
→ i	0	i	-2	-1	i	-6	i	-0.7	i	i
> CC(C)c1ccc(OCc2ccc(C(=O)O)o2)cc1
→ i	-7	i	-94	2	i	-36	i	/	i	i
> Cn1c(Cl)c(/C=N/OC(=O)c2cccc(Cl)c2)c2ccccc21
→ i	4	i	-11	-22	i	-17	i	0.4	i	i
> Cc1cccc(NC(=O)C2CCN(S(=O)(=O)c3ccc4c(c3)NC(=O)CO4)CC2)c1C
→ i	-1	i	14	-9	i	1	i	-0.1	i	i
> COc1ccc(NC(=S)N2CCCN(Cc3cccc(Cl)c3)C2)cc1
→ i	-2	i	-10	0	i	8	i	0.9	i	i
> COc1ccccc1C1(CC(=O)Nc2nccs2)CCOC(C(C)C)C1 (stereo not drawn)
→ i	-1	i	18	0	i	-1	i	-0.2	i	i
> O=S(=O)(c1ccccc1)[C@@]1(c2ccc(Br)cc2)C[C@@H]2ON=C(c3ccccc3)[C@@H]2C1
→ i	/	i	15	8	i	/	i	-0.2	i	i
> COc1cc(C(=O)NC2CCN(Cc3nnnn3Cc3ccc(F)cc3)CC2)cc(OC)c1OC
→ i	12	i	16	-3	i	-2	i	1.2	i	i
> O=C(CCCN1C(=O)c2ccccc2C1=O)N1CCOCC1
→ i	-6	i	1	8	i	-9	i	-0.1	i	i
> CCOc1ccc(OCC)c(NS(=O)(=O)c2ccc3c(c2)n(C)c(=O)c(=O)n3C)c1
→ i	-6	i	13	-1	i	-34	i	-0.2	i	i
> Cc1ccc2c(c1)C(=O)CC(O)(C(F)(F)F)O2 (stereo not drawn)
→ i	-1	i	17	-6	i	-20	i	-0.2	i	i
> CC1=CCC2C(=O)N(c3cccc(C(=O)Nc4ccc(Cl)cc4)c3)C(=O)C2C1 (stereo not drawn)
→ i	7	i	-2	5	i	-12	i	-0.9	i	i
> CCC(C)NCCCOc1c(C)cc(C)cc1Br (stereo not drawn)
→ i	10	i	-7	-3	i	1	i	-21	i	i
> Cc1ccc(Nc2c(-c3ccco3)nc3nc(C)cc(C)n23)cc1
→ i	4	i	-16	10	i	-18	i	-0.1	i	i
> C=CCN1C(=O)C2(/C(=C(\O)c3ccc4c(c3)OCCO4)C(=O)C(=O)N2CCCOC)c2ccccc21 (stereo not drawn)
→ i	5	i	15	-10	i	-29	i	0.0	i	i
> CC(C)NC(=O)C(=O)NCC(c1ccc2c(c1)OCO2)N1CCOCC1 (stereo not drawn)
→ i	3	i	7	2	i	8	i	0.4	i	i
> CCCOc1ccc(NC(=O)c2cc3cc(C)ccc3[nH]2)cc1
→ i	7	i	-71	-8	i	-124	i	1.3	i	i
> COc1ccc(C2=NOC(C)(c3nnc(-c4ccccc4)o3)C2)cc1 (stereo not drawn)
→ i	/	i	20	0	i	/	i	-1.4	i	i
> CN(C)CCCn1c(NCc2ccc3c(c2)OCO3)nc2ccccc21
→ i	2	i	5	2	i	-14	i	0.3	i	i
> COc1ccc(C(=O)/C=C/c2ccc(N3CCCCC3)c([N+](=O)[O-])c2)c(OC)c1
→ i	-1	i	-40	9	i	-10	i	0.7	i	i
> Cc1ccc(NC(=O)COc2ncnc3c(Cl)cc(Cl)cc23)cc1[N+](=O)[O-]
→ i	-1	i	-7	-2	i	-20	i	0.1	i	i
> COC(=O)c1ccc(NC(=O)CSc2nnc(-c3ccccc3Br)n2-c2ccccc2)cc1
→ i	/	i	10	4	i	/	i	-1.2	i	i
> O=C(c1c[nH]c(C(=O)C(Cl)(Cl)Cl)c1)c1ccccc1F
→ i	-4	i	11	-5	i	-6	i	-0.4	i	i
> Cc1cccc(NS(=O)(=O)c2ccc(C(=O)NCC(c3ccco3)N3CCCCC3)cc2)c1C (stereo not drawn)
→ i	/	i	2	0	i	/	i	0.1	i	i
> COc1ccc(OC)c(S(=O)(=O)NCc2cn3c(C)csc3n2)c1
→ i	0	i	0	-4	i	2	i	0.1	i	i
> O=C(CSc1n[nH]c(=O)[nH]c1=O)N/N=C/C=C\c1ccccc1
→ i	-4	i	-15	-6	i	-24	i	0.0	i	i
> O=C(O)CSC(=S)N1CCCCC1
→ i	2	i	13	-1	i	10	i	-0.2	i	i
> CCN(CC)C(=O)c1cc([N+](=O)[O-])cc2c1-c1ccc([N+](=O)[O-])cc1C2=C(C#N)C#N
→ i	0	i	10	8	i	-26	i	-0.9	i	i
> Cc1cc(C)c(C)c(OCCCCN2CCCCC2)c1
→ i	-2	i	-8	0	i	-42	i	-20	i	i

Gathered by group, the entries above with a CF3 group.
Sequence of screens – TRPC4 PAM	IEC-6 cytotox	TRPC4 agonist	aSyn UTR inh	SKKanGAS inh	MrgX1 antag	KLF5 inhibitor	TRPC6 activator	HIF activator	TRPC4 block	TRPC6 inh
> COc1ccc(C(=O)N2N=C(c3cccc(OC)c3)CC2(O)C(F)(F)F)cc1 (stereo not drawn)
→ i	7	i	8	2	i	-8	i	0.0	i	i
> Cc1ccc2c(c1)C(=O)CC(O)(C(F)(F)F)O2 (stereo not drawn)
→ i	-1	i	17	-6	i	-20	i	-0.2	i	i
